TR SRC2 fluor cs – Total Fluorescence Counterscreen for Inhibitors of the Interaction of Thyroid Hormone Receptor and Steroid Receptor Coregulator 2; TRb/SRC2 Texas Red total fluorescence interference; Potency, µM (series often up to 106 µM), for the others: at the top dose fluorescence change, negative = quenching; 280,000 tested, 0.29% active; AID 1479, 2009; active means well fitted curve in either direction with a large enough effect; inconclusive means small, poorly fitted or top-dose-only effect; further: potency means the concentration at half of the fitted maximal effect; on the % scale 0 is the no-effect control and ±100 the full control effect
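Human TRb ligand-binding domain at 0.6 uM with 20 nM Texas Red SRC2 peptide in Tris buffer containing 1 uM T3 and 5% DMSO, incubated with compound 5 h at ambient temperature. Total fluorescence (555/632 nm) calculated as parallel + 2 × perpendicular.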
TRb SRC2 PPI – qHTS for Inhibitors of the Interaction of Thyroid Hormone Receptor and Steroid Receptor Coregulator 2; Potency, µM (highest dose often 106 µM), for the others: at the highest dose activity change, negative = inhibition, actives largely listed as inhibitors; TRbeta-SRC2 peptide binding, fluorescence polarization; receptor liganded with 1 µM T3; AID 1469, 2008; 280,000 tested, 0.065% active; Thyroid hormone receptor beta (Homo sapiens), P10828;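 further: potency means the concentration at half of the fitted maximal effect; plate controls were bound peptide for no effect and peptide without receptor for full effect; nearly all actives have a fitted effect of over 50% in size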
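Human TRb LBD (0.6 uM) plus Texas Red-labeled SRC2 peptide (20 nM), 1uM T3, 5% DMSO, 5 hr at ambient temperature. Decreased polarization (555/632 nm) flags inhibition; data normalized to free and bound peptide controls.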
aGal spleen mod – qHTS Assay for Inhibitors and Activators of Human alpha-Galactosidase From Spleen Homogenate. Alpha-galactosidase A (Homo sapiens), P06280. Potency, µM (highest dose often 80 µM), for inactives: at the top dose activity change, negative = inhibition, usual class: inhibitors. 240,000 tested, 0.008% active. human spleen homogenate, 4MU-alpha-Gal fluorescence, 40 min;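 further: potency means the concentration at half of the fitted maximal effect; 0% = enzyme with vehicle and -100% = no enzyme basal signal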
Target sequence (P06280 32-429 limits assumed): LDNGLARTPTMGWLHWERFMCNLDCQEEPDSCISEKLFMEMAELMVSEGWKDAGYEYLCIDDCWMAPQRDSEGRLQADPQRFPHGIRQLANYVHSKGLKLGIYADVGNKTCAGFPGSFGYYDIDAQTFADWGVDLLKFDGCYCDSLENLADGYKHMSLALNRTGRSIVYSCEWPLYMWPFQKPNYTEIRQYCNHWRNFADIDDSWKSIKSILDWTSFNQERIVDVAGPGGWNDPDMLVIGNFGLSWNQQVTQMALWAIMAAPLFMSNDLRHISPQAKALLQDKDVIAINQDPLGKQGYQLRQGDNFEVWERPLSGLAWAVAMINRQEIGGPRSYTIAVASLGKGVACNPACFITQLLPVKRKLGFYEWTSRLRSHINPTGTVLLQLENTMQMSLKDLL
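Human spleen homogenate (1 ug) was the enzyme source, with 4-methylumbelliferyl-alpha-D-galactopyranoside (1 mM final) in pH 5.0 citrate buffer with 0.01% Tween-20. Compounds were titrated; after 40 min at 37C, NaOH/glycine stop, 4-MU fluorescence read; AC50 from Hill fits.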
Epigenetic derep – Quantitative High-Throughput Screen for Regulators of Epigenetic Control; murine LDR cells, GFP reporter derepression, 30 h; Potency, µM (highest dose often 53.9 µM), inactives show at the top dose GFP activation, most hits filed as activators; 280,000 tested, 0.2% active; AID 1865, 2009; further: potency means the concentration at half of the fitted maximal effect; % of control where 0% means no effect; nearly all actives have a fitted effect of over 60% in size
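Readout is the number of GFP-expressing murine LDR cells, counted by cytometry following washing. Cells were treated with compound for 30 h at 37 C; the stably integrated CMV-GFP locus is normally silent.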
Tau fluor counter – Counterscreen qHTS for Inhibitors of Tau Fibril Formation, Fluorescence Polarization. tau K18 P301L Alexa594 fluorescence, heparin fibrillization. Potency, µM (highest dose often 57.7 µM), inactives show top-dose activity change, negative = decrease. 280,000 tested, 0.93% active. AID 1463, 2008; further: potency means the concentration at half of the fitted maximal effect; on the % scale 0 is the no-effect control and ±100 the full control effect; nearly all actives have a fitted effect of over 55% in size
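Human tau K18 P301L (15 uM unlabeled, 0.24 uM Alexa 594-labeled) in 100 mM sodium acetate pH 7 with 20 uM heparin, 6 hr at 37 C. ThT 30 uM added, 1 hr ambient; Alexa 594 FP and total fluorescence read at 555/632 nm.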
NPSR antagonist – qHTS Assay for Antagonists of the Neuropeptide S Receptor: cAMP Signal Transduction; CHO-NPSR cells, cAMP TR-FRET, antagonist mode; Potency, µM (highest dose often 38.3 µM), for inactives: at the top dose activity change, negative = inhibition, hits mostly inhibitors; 220,000 tested, 1% active; AID 1461, 2008; further: potency means the concentration at half of the fitted maximal effect; on the % scale 0 is the no-effect control and ±100 the full control effect; nearly all actives have a fitted effect of over 50% in size; many of its hits are not listed in these tables
CBFb-RUNX1 inh – qHTS Assay for Compounds Blocking the Interaction Between CBF-beta and RUNX1 for the Treatment of Acute Myeloid Leukemia; Runt-related transcription factor 1 (Homo sapiens) + Core-binding factor subunit beta …; AlphaScreen CBFb-His/RUNX1-biotin binding, biochemical; Potency, µM (series often up to 59.8 µM), without a hit: top-dose activity, negative = inhibition, usual class: inhibitors; 230,000 tested, under 10 active; AID 1477, 2009; further: % of control where 0% means no effect
Target sequence (Q01196 whole entry, looked up): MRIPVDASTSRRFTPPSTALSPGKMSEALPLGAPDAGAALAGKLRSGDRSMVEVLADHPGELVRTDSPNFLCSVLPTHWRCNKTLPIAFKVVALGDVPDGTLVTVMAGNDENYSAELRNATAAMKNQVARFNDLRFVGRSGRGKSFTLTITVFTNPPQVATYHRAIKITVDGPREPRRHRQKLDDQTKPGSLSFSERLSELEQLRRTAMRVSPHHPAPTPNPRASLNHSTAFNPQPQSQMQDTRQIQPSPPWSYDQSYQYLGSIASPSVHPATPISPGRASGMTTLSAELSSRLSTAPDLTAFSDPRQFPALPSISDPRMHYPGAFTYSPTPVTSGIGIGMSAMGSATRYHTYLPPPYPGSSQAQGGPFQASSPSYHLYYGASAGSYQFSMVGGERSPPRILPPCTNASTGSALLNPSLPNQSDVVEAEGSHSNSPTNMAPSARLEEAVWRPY
Target sequence (Q13951 whole entry, looked up): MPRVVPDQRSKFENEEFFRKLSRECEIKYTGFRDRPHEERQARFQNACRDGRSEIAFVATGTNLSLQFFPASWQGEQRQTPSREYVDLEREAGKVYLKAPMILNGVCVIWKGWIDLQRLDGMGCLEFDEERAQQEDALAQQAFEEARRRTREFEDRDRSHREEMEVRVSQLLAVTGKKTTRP
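CBFb-His/RUNX1-biotin, 30 nM each, preincubated 20 min RT; compound 15 min RT; Ni + streptavidin beads 50 ng each, 90 min RT; AlphaScreen read.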
Tau FP inhib – qHTS for Inhibitors of Tau Fibril Formation, Fluorescence Polarization. Microtubule-associated protein tau (Homo sapiens), P10636. K18 P301L tau heparin fibrillization, Alexa594 FP, 6 h. Potency, µM (highest dose often 57.7 µM), without a hit: at the top dose activity, negative = inhibition, actives largely listed as inhibitors. 280,000 tested, 0.39% active. AID 1468, 2008; further: potency means the concentration at half of the fitted maximal effect; on the % scale 0 is the no-effect control and ±100 the full control effect; nearly all actives have a fitted effect of over 55% in size
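K18 P301L tau (15 uM unlabeled/0.24 uM Alexa 594-labeled, final) + compound + heparin 20 uM final; 100 mM NaOAc pH 7; 6 hr 37 C; ThT 30 uM final added, 1 hr RT; FP ex 555/em 632 nm.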
* = called active by the depositor; ? = inconclusive; / = not tested or not shown; & = joins results of further samples; ! = a repeat was not active; [ ] = remark or other dose. Unless noted, the call rests on the fitted dose curve; in most records, active means well fitted curve in the direction sought with a large enough effect; inconclusive means small, poorly fitted or top-dose-only effect, or another doubt; inactive means no such curve, though single readings can be large; an effect the other way counts as inactive or inconclusive. An excerpt; count on the stated rates, not on these rows.

Values run as follows: CBFb-RUNX1 inh	TR SRC2 fluor cs	TRb SRC2 PPI	Epigenetic derep	NPSR antagonist	Tau fluor counter	aGal spleen mod	Tau FP inhib
O=C(Nc1ccccc1)N1CCC2(CC1)OCCO2
→ 8%	0%	-3%	0.2%	4%	-11%	-6%	-2%
CC(=O)OC1C2CCC1C(N1CCCCC1)CC2 (configuration not stated)
→ 2%	-1%	7%	1.0%	8%	5%	9%	13%
CCOC(=O)c1ccc(NC(=O)CSc2nc3c(cc2C#N)N2CCC3CC2)cc1
→ /	3%	-4%	4.3%	/	?	/	-6%
CCOP(=S)(OCC)SCCSCC
→ 6%[21.7 µM]	0%[201 µM]	3%[201 µM]	/	/	/	18%	/
CC12CN3CCN(C1)CC(C)(C3)C2=NN
→ 2%	0%	2%	0.1%	39%	-10%	-1%	-7%
N#Cc1cc2c(nc1SCC(=O)Nc1cccc(F)c1)C1CCN2CC1
→ /	-22%	2%	-1.1%	/	-20%	/	-6%
CCOP(=O)(OCC)C(O)c1ccc2c(c1)OCO2 (configuration not stated)
→ 11%	-1%	10%	-3.1%	12%	-11%	0%	-6%
COc1ccc(C(=O)C2CCCN(C3CSCCSC3)C2)cc1OC (configuration not stated)
→ 6%	0%	7%	-3.1%	-5%	-16%	-4%	-3%
Cc1ccc(N=Nc2c(O)[nH]c(=O)[nH]c2=O)c([N+](=O)[O-])c1
→ 2%	-1%	-1%	-1.2%	-1%[46.1 µM]	2%	8%	1%
CCOc1ccc(-c2c(C)n(-c3ccc(OCC)cc3)c3[n+]2CCCCC3)cc1
→ 2%	1%	-2%	1.2%	-29%	-13%	-6%	-8%
CC(C)(C)NS(=O)(=O)c1ccc(OCC(=O)N2CCN(Cc3ccccc3)CC2)cc1
→ 4%	-1%	-3%	0.0%	-7%	-9%	4%	4%
c1ccc2sc(N3CCNCC3)nc2c1
→ 2%	0%	-7%	2.2%	7%	0%	-9%	-1%
COc1cccc(NC(=O)Cn2cc(C(=O)c3ccccc3)c3ccccc32)c1
→ /	-3%	0%	-1.0%	/	?	/	?
Cc1ccccc1C(=O)NC(Oc1ccccc1)C(Cl)(Cl)Cl (configuration not stated)
→ 1%	-1%	-9%	-1.5%	-10%	-4%	-3%	3%
C=C1C2CCC3[C@@](CC[C@@H]4C(C(=O)O)CC(OC5OC(CO)C(OS(=O)(=O)O)C(OS(=O)(=O)O)C5OC(=O)CC(C)C)C[C@]34C)(C2)C1O (some centres not stated)
→ 20%	-4%	3%	0.8%	/	-26%	-9%	?
Cc1c(NC(NC(=O)CF)C(Cl)(Cl)Cl)c(=O)n(-c2ccccc2)n1C (configuration not stated)
→ 2%	-2%	0%	-1.2%	15%	-7%	2%	-12%
CC1=CC(=C2C(=O)NC(=O)NC2=O)C=C(C(F)(F)F)N1C(C)C
→ 7%	-1%	-8%	-4.8%	-5%[46.1 µM]	3%	-11%	-3%
CCOC(=O)C(O)(c1ccc(N(CC)S(=O)(=O)c2ccc(C)cc2)cc1)C(F)(F)F (configuration not stated)
→ 9%	2%	-6%	-0.4%	?	?	0%	-4%
C=CCn1c(O)c(C(C)=NCCCN(C)C)c(=O)[nH]c1=O
→ 5%	0%	4%	-1.2%	11%	4%[0.0958 µM]	12%	2%[0.0958 µM]
COc1ccc(N2C(=O)NC(=O)C(CCc3ccncc3)(CCc3ccncc3)C2=O)cc1
→ 5%	-3%	-23%	2.1%	-9%	4%	6%	5%
CCCC(=O)OCC[N+](C)(C)C
→ 5%&14%	1%&-2%	-10%&-1%	0.4%&0.0%	9%	-11%&2%	-6%&12%	-5%&1%
Cc1cccc(OP(=O)(Oc2cccc(C)c2)OC(c2ccccc2)C(F)(F)F)c1 (configuration not stated)
→ 2%	6%	6%	0.1%	?	-17%	6%	-5%
O=C1C(Cl)=CC(=Nc2ccc(O)cc2)C=C1Cl
→ -13%	0%	-5%	/	/	/	-4%	/
CC(C)CCNC(=O)c1cc(C(=O)c2cc(Br)ccc2O)cn(CCC(C)C)c1=O
→ -4%	0%	6%	5.1%	-55%	-16%	-6%	-17%
CCOP(=O)(OCC)C(O)c1ccccc1 (configuration not stated)
→ 4%	-7%	-4%	-1.1%	1%	4%	25%	6%
NC1CCc2cc(O)c(O)cc2C1 (configuration not stated)
→ -13%&16%&-11%	-5%&-3%&-1%	-2%&6%&6%	?	-26%[46.1 µM]	?	12%&-3%&8%	?
CCCC12CN3CCN(C1)CC(CCC)(C3)C2=O
→ 5%	-5%	-1%	0.0%	1%[7.67 µM]	-3%	-2%	-8%
CCCCCCC(=O)N/N=C/c1c(O)n(C(C)CC)c(=S)[nH]c1=O (configuration not stated)
→ -5%	0%	-9%	-0.3%	8%	1%	6%	4%
CCC1(C)OC(c2ccccc2)=C/C(=C/C=C2C(=O)NC(=O)NC2=O)O1 (configuration not stated)
→ ?	11%	-1%	-7.0%	-45%	-14%	-14%	-4%
CCOP(=O)(OCC)C(NC(=O)c1ccccc1)=C(Cl)Cl
→ 6%	11%	4%	0.0%	-5%[46.1 µM]	-1%	2%	-1%

More structures follow.
Values run as follows: CBFb-RUNX1 inh	TR SRC2 fluor cs	TRb SRC2 PPI	Epigenetic derep	NPSR antagonist	Tau fluor counter	aGal spleen mod	Tau FP inhib
Cc1nc2c(C(=O)N3CCC4(CC3)OCCO4)cnn2c(C)c1Cc1cccc(Cl)c1
→ 9%	-2%	-4%	1.4%	-21%	-10%	-12%	5%
Clc1cncc(N2CCNCC2)n1
→ 20%	-2%&-1%	2%&-3%	0.8%&8.4%	/	-8%&-16%	-1%&-5%	-13%&-2%
Cc1cccc(-n2c(O)c(C=NC34CN5CN(CN(C5)C3)C4)c(=O)[nH]c2=O)c1
→ 0%	-10%	-4%	0.0%	10%	-7%	-13%	-12%
CCC(N)C(O)c1ccc(O)c(O)c1 (configuration not stated)
→ 16%	2%	6%	0.0%	/	-15%	4%	-10%
COc1ccc(OC(=O)N(C)C)c(CN(C)C)c1
→ 0%	-3%	-5%	0.1%	7%[46.1 µM]	-8%	5%	-7%
O=S(=O)(c1ccc(Cl)cc1)N1CN2CCN(C2)C1
→ 0%	3%	9%	-0.9%	-16%[46.1 µM]	2%	6%	3%
CCCCC(=O)N/N=C/c1c(O)n(CCCC)c(=S)[nH]c1=O
→ ?	-3%	2%	4.5%	-3%	-13%	1%	-1%
O=c1c2ccccc2nc(Cc2ccccc2)n1-c1cccc(O)c1
→ 8%	0%	5%	-1.6%	10%	-14%	2%	-5%
CCC(=O)OC1(Cc2ccc(CC)cc2)CC(C)N(C)CC1C (configuration not stated)
→ 3%	0%	2%	0.1%	-11%	0%	-5%	0%
Cc1cc([N+](=O)[O-])c2ccccc2[n+]1[O-]
→ 2%	4%	-3%	-1.1%	10µM*	-13%	-4%	-7%
CC(=O)c1ccc2c(c1)C1C(Cl)C(Sc3ccccc3[N+](=O)[O-])CC1C(c1ccccc1[N+](=O)[O-])N2 (configuration not stated)
→ -4%	0%	-25%	-2.0%	-21%[46.1 µM]	2%	6%	5%
C1CCC2CCCCC2C1 (configuration not stated)
→ 6%[21.7 µM]	-1%	2%	/	/	/	0%	/
COC(=O)C(O)(c1ccc(N(C)C(=O)OC(C)C)cc1)C(F)(F)F (configuration not stated)
→ -2%	1%	-2%	-0.1%	-4%[46.1 µM]	-8%	-3%	1%
CCc1c(C(=O)OC)ncc2[nH]c3cc(OC)c(OC)cc3c12
→ -8%&8%	-3%&-4%	0%&-8%	-1.2%&1.1%	-15%[46.1 µM]	16µM*[quencher]	14%&8%	6%&5%
CC(O)(CS(=O)(=O)c1cccc(C(F)(F)F)c1)C(=O)Nc1ccc(C(F)(F)F)cc1 (configuration not stated)
→ 0%	-1%	-1%	0.0%	-14%[46.1 µM]	-2%	6%	-9%
COc1cc(C(c2c(O)c3ccccc3oc2=O)c2c(C)n(C)n(-c3ccccc3)c2=O)ccc1OCC(=O)O (configuration not stated)
→ /	-2%	-2%	-8.6%	/	-16%	/	-1%
Cc1ccc(C)c(OCC(=O)N2CCCN(C)CC2)c1
→ 3%	-2%	1%	1.0%	28%	-7%	2%	-3%
CCCN1CCCC2Cc3[nH]ncc3CC21 (configuration not stated)
→ 4%&8%	35µM*![quencher]	1%&18%	3.5%&0.0%	9%[46.1 µM]	-2%&-1%	6%&-14%	6%&2%
OC(c1ccccc1)(c1ccccc1)c1ccncc1
→ -4%	-7%	-8%	4.0%	25%	5%	-26%	1%
CCCn1c(C)c(C(=O)c2cccc3ccccc23)c2ccccc21
→ 6%[21.7 µM]	0%	0%	1.5%	/	-26%	-4%	?
Cc1cccc(-n2c(-c3ccco3)nc3ccccc3c2=O)c1C
→ 5%	1%	4%	0.0%	-17%	-3%	3%	0%
CN1CCN(Cc2nnc3n2-c2ccc(Cl)cc2C(c2ccccc2)=NC3)CC1
→ -4%	0%	-2%	1.1%	13%	3%	-12%	2%

Taken from the listing (3 entries):
Values run as follows: CBFb-RUNX1 inh	TR SRC2 fluor cs	TRb SRC2 PPI	Epigenetic derep	NPSR antagonist	Tau fluor counter	aGal spleen mod	Tau FP inhib
Cc1nc2c(C(=O)N3CCC4(CC3)OCCO4)cnn2c(C)c1Cc1cccc(Cl)c1
→ 9%	-2%	-4%	1.4%	-21%	-10%	-12%	5%
Clc1cncc(N2CCNCC2)n1
→ 20%	-2%&-1%	2%&-3%	0.8%&8.4%	/	-8%&-16%	-1%&-5%	-13%&-2%
Cc1cccc(-n2c(O)c(C=NC34CN5CN(CN(C5)C3)C4)c(=O)[nH]c2=O)c1
→ 0%	-10%	-4%	0.0%	10%	-7%	-13%	-12%
